Source: PubChem BioAssay
SIAE inh = inhibitors of human sialic acid acetylesterase SIAE | Q9HAT2 | SIAE FP-Rh probe binding, fluorescence polarization | inhibition, % at 9.66 µM | 0.69% of 370,000 active;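 active = inhibition above a cutoff: mean of compounds within the control limits plus 3 SD of those, cut at about 17% in these data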;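 note: 0% = plate median of compound wells and 100% = probe without SIAE protein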
Target sequence (Q9HAT2 whole entry, looked up): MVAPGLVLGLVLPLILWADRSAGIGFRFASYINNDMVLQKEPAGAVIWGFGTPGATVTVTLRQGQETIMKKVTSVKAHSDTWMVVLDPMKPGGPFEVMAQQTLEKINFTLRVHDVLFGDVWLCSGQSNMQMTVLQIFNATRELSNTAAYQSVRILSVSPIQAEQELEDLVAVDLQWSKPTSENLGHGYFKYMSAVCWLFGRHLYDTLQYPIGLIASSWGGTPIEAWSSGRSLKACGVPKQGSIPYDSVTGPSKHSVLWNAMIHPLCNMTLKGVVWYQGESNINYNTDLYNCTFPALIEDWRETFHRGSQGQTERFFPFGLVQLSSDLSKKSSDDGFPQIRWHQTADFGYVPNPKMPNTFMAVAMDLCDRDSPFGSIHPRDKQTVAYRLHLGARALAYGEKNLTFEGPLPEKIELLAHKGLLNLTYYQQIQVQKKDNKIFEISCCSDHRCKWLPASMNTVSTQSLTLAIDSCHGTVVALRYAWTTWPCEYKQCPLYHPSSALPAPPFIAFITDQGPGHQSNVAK
PRMT1 FP inh = inhibitors of human PRMT1; recombinant PRMT1, activity-based probe fluorescence polarization; Q99873; inhibition, % at 2.79 µM; 1.3% of 370,000 active;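 active = inhibition above about 21% made by adding two undisclosed values, limit read from the data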
NR1D1 modulator = modulates human Rev-erb alpha binding to DNA | Rev-erbα–FITC-DNA binding, fluorescence polarization, 90 min | 0.79% of 370,000 active | P20393 | AID 1259318 | activity, % at 10 µM;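 active = activity above about 14%, limit read from the data; passing the limit was not always enough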;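 note: 0% = DMSO wells with 35 nM protein and 100% = DMSO wells with 750 nM protein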
PG9 binder = binds the HIV-1 gp120 antibody PG9. TR-FRET gp120-PG9 antibody binding. 0.43% of 360,000 active. inhibition, % at 6.7 µM. AID 624416; in the data active = inhibition above about 8.5%
LEDGF integ inh = blocks HIV-1 LEDGF/p75-dependent DNA integration; TR-FRET IN-LEDGF/p75 DNA integration, Eu/Cy5; inhibition, % at 3.7 µM; 0.64% of 370,000 active;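 active = inhibition above the screen-wide mean plus 3 SD, cut at about 13% in these data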;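 note: signal is the Cy5 over europium emission ratio at 671 and 618 nm; 0% = plate median of compound wells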
rCAG binder = molecules binding r(CAG) RNA repeats; 1.3% of 370,000 active; r(CAG) RNA repeat, TO-PRO-1 dye displacement fluorescence; inhibition, % at 3 µM;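 active = inhibition above the plate cutoff, the mean of all test compounds on that plate plus 3 SD, cut at about 35% in these data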;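 note: 0% = DMSO alone and 100% = 100 µM mitoxantrone as full dye displacement; higher means more dye released from RNA so lower well fluorescence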
TDP2 absorb = blocks human TDP2 phosphodiesterase activity; 0.34% of 370,000 active; recombinant TDP2, T5PNP hydrolysis, p-nitrophenol absorbance 415 nm; O95551; inhibition, % at 12.8 µM; AID 720702;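 active = inhibition above the mean of all tested compounds plus 3 SD, set per campaign, cut at about 25% in these data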;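 note: 0% = DMSO with enzyme and 100% = buffer with substrate but no TDP2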
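Incubation: 2 h at 37 °C; Test system: recombinant human TDP2; Quantity: enzyme 120 nM; Read-out basis: percent inhibition; Medium: 50 mM Tris-HCl pH 7.5 with Mg2+, KCl, DTT, BSA; Repeats: single replicate; Compound: 12.8 µM single point, 1% DMSO; Signal: epi absorbance; Reagent: 5 mM T5PNP chromogenic substrate; Benchmarks: no-enzyme high, DMSO-plus-enzyme low.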
HTRA1 inh = blocks human HTRA1 serine peptidase. Q92743. 0.5% of 340,000 active. AID 504803. inhibition, % at 5.96 µM. recombinant HTRA1, FP-rhodamine activity-based probe, fluorescence polarization; in the data active = inhibition above about 36%;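 note: 0% = enzyme with DMSO and 100% = wells lacking enzyme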
Target sequence (Q92743 whole entry, looked up): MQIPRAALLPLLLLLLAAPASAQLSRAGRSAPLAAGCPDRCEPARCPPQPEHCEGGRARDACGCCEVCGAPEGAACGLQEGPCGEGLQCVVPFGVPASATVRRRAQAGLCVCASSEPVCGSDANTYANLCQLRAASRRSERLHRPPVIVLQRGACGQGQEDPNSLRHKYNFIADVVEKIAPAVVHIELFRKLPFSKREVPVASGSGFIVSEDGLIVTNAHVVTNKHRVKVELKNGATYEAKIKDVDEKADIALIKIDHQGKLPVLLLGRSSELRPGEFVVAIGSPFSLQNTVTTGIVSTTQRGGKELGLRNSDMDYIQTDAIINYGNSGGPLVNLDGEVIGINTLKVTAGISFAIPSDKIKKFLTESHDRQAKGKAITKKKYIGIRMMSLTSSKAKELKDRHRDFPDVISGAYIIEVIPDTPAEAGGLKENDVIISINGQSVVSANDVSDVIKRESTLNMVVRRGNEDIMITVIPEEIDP
TCR-CD3 inh = human TCR-CD3 binding inhibition. TAMRA-labeled TCR probe fluorescence, biochemical. inhibition, % at 9.4 µM. 0.37% of 360,000 active; in the data active = inhibition above about 19%;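 note: recombinant mutant TCR 2C K166C tagged with TAMRA read by polarization; 0% = receptor in buffer alone and 100% = receptor with positive control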
mABHD4 FP = inhibitors of mouse ABHD4 | inhibition, % at 8.92 µM | AID 720543 | purified mABHD4, FP-Rh probe fluorescence polarization | 0.54% of 370,000 active | Q8VD66;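 active = inhibition exceeding the mean over every tested compound plus 3 SD, cut at about 30% in these data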;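 note: 0% = plate median of compound wells and 100% = S159A mutant with DMSO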
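Assay system: Wild-type mouse ABHD4 protein | Medium: HEPES pH 7.0 buffer, 150 mM NaCl, 0.01% Pluronic F-127 | Incubation: Enzyme–compound pre-incubation 45 min, then probe 60 min, both 25 °C | Technique: Fluorescence polarization with parallel and perpendicular emission, 525/598 nm | Evaluation: % inhibition of FP-Rh probe binding versus controls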
Active calls of the source: *. Not all compounds are listed, so the mix of outcomes need not match the whole.

Results for Cc1ccc(S(=O)(=O)N(C)Cc2nc(-c3ccccn3)no2)cc1 ?
SIAE inh: 1.8; PRMT1 FP inh: 2.3; NR1D1 modulator: 4.5; PG9 binder: 1.8; LEDGF integ inh: 0.0; rCAG binder: 2.2; TDP2 absorb: -11.5; HTRA1 inh: 8.2; TCR-CD3 inh: 0.7; mABHD4 FP: -7.2

How did CCC(=O)Nc1ccc(C(=O)OCc2ccc(Cl)c(Cl)c2)cc1 do in these assays?
SIAE inh: -7.8; PRMT1 FP inh: -1.5; NR1D1 modulator: -3.9; PG9 binder: -1.1; LEDGF integ inh: -1.5; rCAG binder: 0.6; TDP2 absorb: -0.9; HTRA1 inh: -11.1; TCR-CD3 inh: 6.6; mABHD4 FP: 0.5

What do the screens show for `O=C1OC[C@@H]2CCCN2C(=O)[C@@H](CC(=O)N(CCO)Cc2ccccc2)C/C=C\C[C@@H]1Cc1ccc(F)cc1`?
SIAE inh: -1.6; PRMT1 FP inh: 0.1; NR1D1 modulator: -7.3; PG9 binder: -2.0; LEDGF integ inh: -0.6; rCAG binder: -11.0; TDP2 absorb: -1.7; HTRA1 inh: -8.0; TCR-CD3 inh: -2.8; mABHD4 FP: -4.3

Results for Cc1ccccc1NC(=S)c1nc2ccccc2[nH]1 ?
SIAE inh: 4.6; PRMT1 FP inh: -5.2; NR1D1 modulator: 2.6; PG9 binder: -2.6; LEDGF integ inh: 6.3; rCAG binder: 2.8; TDP2 absorb: -6.7; HTRA1 inh: 18.4; TCR-CD3 inh: 2.1; mABHD4 FP: -3.3

Results for CC1(C)OC(C)(C)C(=N/O)/C1=N\N ?
SIAE inh: 2.0; PRMT1 FP inh: 0.5; NR1D1 modulator: -4.9; PG9 binder: 0.2; LEDGF integ inh: -1.9; rCAG binder: 1.4; TDP2 absorb: 0.5; TCR-CD3 inh: -1.9; mABHD4 FP: 2.9

What do the screens show for `O=C(CC(C(=O)N1CCc2ccccc21)n1ccnc1)NCc1ccccc1` (stereo not given)?
SIAE inh: 4.5; PRMT1 FP inh: 0.3; NR1D1 modulator: -1.3; PG9 binder: -0.1; LEDGF integ inh: -3.5; rCAG binder: -6.0; TDP2 absorb: 2.5; HTRA1 inh: 10.2; TCR-CD3 inh: 13.2; mABHD4 FP: -2.3

How did CCCCN(CC)CCNC(=O)c1ccc2c(Cl)c3c(nc2c1)CCC3 do in these assays?
SIAE inh: 2.2; PRMT1 FP inh: -4.1; NR1D1 modulator: -3.1; PG9 binder: -1.0; LEDGF integ inh: 3.0; rCAG binder: -1.1; TDP2 absorb: -13.4; HTRA1 inh: 3.2; TCR-CD3 inh: -0.5; mABHD4 FP: 0.9

What do the screens show for `CCCC(=O)Nc1nc2c(OC)ccc(OC)c2s1`?
SIAE inh: 4.9; PRMT1 FP inh: -2.6; NR1D1 modulator: 1.2; PG9 binder: -0.4; LEDGF integ inh: -1.2; rCAG binder: 0.6; TDP2 absorb: 7.7; HTRA1 inh: -1.8; TCR-CD3 inh: 7.9; mABHD4 FP: 6.5

What do the screens show for `COc1ccc(N(C)C(=O)c2onc3c2CCCC3)cc1`?
SIAE inh: 1.5; PRMT1 FP inh: 1.5; NR1D1 modulator: -7.0; PG9 binder: -0.1; LEDGF integ inh: -2.5; rCAG binder: -1.5; TDP2 absorb: 6.9; HTRA1 inh: 0.8; TCR-CD3 inh: 7.5; mABHD4 FP: 1.2

How did COc1ccc(-n2c(-c3ccc(F)cc3)cnc2SCC(=O)NCc2ccco2)cc1 do in these assays?
SIAE inh: 0.8; PRMT1 FP inh: 1.4; NR1D1 modulator: -4.9; PG9 binder: 0.1; LEDGF integ inh: 1.5; rCAG binder: -2.8; TDP2 absorb: 9.4; HTRA1 inh: -12.2; TCR-CD3 inh: 1.1; mABHD4 FP: -15.2

What do the screens show for `COc1ccc(NS(=O)(=O)c2cccc(C(=O)NCc3ccco3)c2)cc1`?
SIAE inh: -1.2; PRMT1 FP inh: 22.8*; NR1D1 modulator: 0.9; PG9 binder: 0.3; LEDGF integ inh: -0.7; rCAG binder: 4.2; TDP2 absorb: -2.6; HTRA1 inh: -1.4; TCR-CD3 inh: -2.8; mABHD4 FP: -8.0

Results for CC(C)(CNC(=O)C1CCCN1C(=O)c1cccs1)N1CCOCC1 (stereo not given) ?
SIAE inh: 3.9; PRMT1 FP inh: -2.5; NR1D1 modulator: 4.3; PG9 binder: 0.3; LEDGF integ inh: 3.6; rCAG binder: -3.9; TDP2 absorb: -0.1; HTRA1 inh: -5.2; TCR-CD3 inh: 2.5; mABHD4 FP: 1.1

How did Cc1ccc(C(=O)OC(C)C(=O)Nc2ccc(S(N)(=O)=O)cc2)cc1S(=O)(=O)N1CCOCC1 (stereo not given) do in these assays?
SIAE inh: 0.9; PRMT1 FP inh: 2.6; NR1D1 modulator: -5.3; PG9 binder: -0.5; LEDGF integ inh: 1.6; rCAG binder: 6.9; TDP2 absorb: 8.8; HTRA1 inh: 2.0; TCR-CD3 inh: 6.5; mABHD4 FP: 0.0

How did COc1ccc(CN2C[C@H](COCc3ccccc3)Oc3cccc(N4CCCC4)c3S2(=O)=O)cc1 do in these assays?
SIAE inh: 1.6; PRMT1 FP inh: -1.5; NR1D1 modulator: 1.8; PG9 binder: 0.1; LEDGF integ inh: 2.6; rCAG binder: 8.1; TDP2 absorb: 1.4; TCR-CD3 inh: -0.2; mABHD4 FP: -0.6

What do the screens show for `COCCCN1CCc2[nH]c(=S)[nH]c(=O)c2C1`?
SIAE inh: 12.8; PRMT1 FP inh: -1.2; NR1D1 modulator: -1.6; PG9 binder: -0.4; LEDGF integ inh: 3.5; rCAG binder: -2.0; TDP2 absorb: 10.9; HTRA1 inh: 1.9; TCR-CD3 inh: -3.3; mABHD4 FP: 6.4

How did N#Cc1ccc(CC(C(=O)O)N2Cc3ccccc3C2=O)cc1 (stereo not given) do in these assays?
SIAE inh: -0.3; PRMT1 FP inh: -2.5; NR1D1 modulator: 6.2; PG9 binder: -3.8; LEDGF integ inh: 2.5; rCAG binder: -1.6; TDP2 absorb: -4.1; HTRA1 inh: 3.6; TCR-CD3 inh: 0.8; mABHD4 FP: -0.2

What do the screens show for `O=C(N/N=C/c1ccc(O)cc1)c1ccncc1`?
SIAE inh: 11.5; PRMT1 FP inh: -4.4; NR1D1 modulator: -2.5; PG9 binder: 0.1; LEDGF integ inh: 0.4; rCAG binder: 0.4; TDP2 absorb: 8.2; HTRA1 inh: 5.3; TCR-CD3 inh: -0.3; mABHD4 FP: -3.7

What do the screens show for `O=C(NC1CC2CCCC(C1)N2Cc1ccccc1)c1ccc([N+](=O)[O-])cc1` (stereo not given)?
SIAE inh: 0.5; PRMT1 FP inh: -1.9; NR1D1 modulator: -2.7; PG9 binder: -1.6; LEDGF integ inh: 0.4; rCAG binder: 1.2; TDP2 absorb: 12.7; HTRA1 inh: 0.3; TCR-CD3 inh: -3.0; mABHD4 FP: -2.6

What do the screens show for `O=C(O)c1cc(N/N=C/c2c[nH]c3ccccc23)ccc1Cl`?
SIAE inh: 8.2; PRMT1 FP inh: 16.5; NR1D1 modulator: 1.6; PG9 binder: -20.1; LEDGF integ inh: -3.6; rCAG binder: 16.4; TDP2 absorb: 6.0; HTRA1 inh: 0.7; TCR-CD3 inh: -6.1; mABHD4 FP: 32.0*

How did COc1cccc(N2CCN(Cc3nc(N)nc(Nc4ccccc4OC)n3)CC2)c1 do in these assays?
SIAE inh: 8.2; PRMT1 FP inh: -0.5; NR1D1 modulator: 9.2; PG9 binder: -0.7; LEDGF integ inh: 0.5; rCAG binder: -4.5; TDP2 absorb: -3.2; HTRA1 inh: 1.1; TCR-CD3 inh: 4.6; mABHD4 FP: 9.5

What do the screens show for `O=C(N1CCN(c2ccccc2)CC1)C1(S(=O)(=O)c2ccc(Cl)cc2)CC1`?
SIAE inh: -6.2; PRMT1 FP inh: -8.0; NR1D1 modulator: 2.2; PG9 binder: -2.6; LEDGF integ inh: 3.8; rCAG binder: -6.1; TDP2 absorb: -6.9; HTRA1 inh: 3.2; TCR-CD3 inh: 1.8; mABHD4 FP: 14.7

How did Cc1ccc(S(=O)(=O)NN2C(=O)c3ccccc3NC2C)cc1 (stereo not given) do in these assays?
SIAE inh: -2.7; PRMT1 FP inh: 3.1; NR1D1 modulator: -3.1; PG9 binder: -1.8; LEDGF integ inh: -9.3; rCAG binder: 3.3; TDP2 absorb: -0.4; HTRA1 inh: 0.3; TCR-CD3 inh: 9.4; mABHD4 FP: -2.3

Results for Cc1c(S(=O)(=O)Nc2cc(Cl)ccc2Cl)c(=O)n(C)c(=O)n1C ?
SIAE inh: 1.8; PRMT1 FP inh: -1.0; NR1D1 modulator: 0.2; PG9 binder: -0.9; LEDGF integ inh: -1.4; rCAG binder: 1.6; TDP2 absorb: 2.8; HTRA1 inh: -3.1; TCR-CD3 inh: 1.4; mABHD4 FP: 2.5

How did COc1cccc(CNC(=O)C2CCCN(S(=O)(=O)c3c(C)noc3/C=C/N(C)C)C2)c1 (stereo not given) do in these assays?
SIAE inh: -3.8; PRMT1 FP inh: -5.6; NR1D1 modulator: -2.1; PG9 binder: -0.5; LEDGF integ inh: 8.9; rCAG binder: 24.4; TDP2 absorb: -20.6; HTRA1 inh: -26.3; TCR-CD3 inh: -2.3; mABHD4 FP: -14.6

How did COc1ccc(NCc2nnc(SCC(=O)Nc3ccc(OC)cc3)n2C)cc1 do in these assays?
SIAE inh: 3.2; PRMT1 FP inh: -0.7; NR1D1 modulator: 1.6; PG9 binder: -3.0; LEDGF integ inh: 2.0; rCAG binder: -0.3; TDP2 absorb: -2.5; HTRA1 inh: -1.0; TCR-CD3 inh: 2.6; mABHD4 FP: 13.9

How did CCCCNC(=O)c1cccc2c(=O)c(C)c(-c3ccccc3)oc12 do in these assays?
SIAE inh: 3.5; PRMT1 FP inh: -3.7; NR1D1 modulator: 12.3; PG9 binder: 4.7; LEDGF integ inh: -1.5; rCAG binder: -4.4; TDP2 absorb: -7.2; HTRA1 inh: -1.9; TCR-CD3 inh: 4.8; mABHD4 FP: 7.2

What do the screens show for `COc1ccc(N2CCN(CC(=O)Nc3ccc(C)c(C)c3)CC2)cc1`?
SIAE inh: 9.4; PRMT1 FP inh: 2.6; NR1D1 modulator: -3.2; PG9 binder: 1.3; LEDGF integ inh: -0.8; rCAG binder: -8.4; TDP2 absorb: -2.0; HTRA1 inh: -1.8; TCR-CD3 inh: -13.1; mABHD4 FP: 5.0
